Compound activity deposited in PubChem by several laboratories.
K1F lysis inhibition – inhibition of K1F phage lysis, E. coli UTI89, bacterial capsule biogenesis inhibitors, alamar blue (AID 488966) | E. coli UTI89 K1F phage lysis, alamar blue, 2 h; higher % means a stronger effect | one-dose inhibition, % at 100 µM; IC50 in µM for titrated hits | 0.02% of 340,000 active;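 active = phage lysis inhibition, versus mean bacterial control, above a set limit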;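 note: capsule biogenesis inhibitors block K1F phage lysis so surviving cells raise fluorescence; higher fluorescence means more inhibition of phage lysis; actives were called in the ten point dose series up to 300 µM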
GPR35 antagonists – inhibition of zaprinast-stimulated GPR35 beta-arrestin translocation – imaging, U2OS, beta-arrestin-GFP, zaprinast agonist, primary screen (AID 2058). U2OS GPR35 beta-arrestin-GFP translocation imaging, zaprinast antagonism; higher % means a stronger effect. inhibition, % at 10 µM, or IC50 in µM where a hit was titrated. 0.052% of 290,000 active;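 active = inhibition of at least 50% with at least 30 cells and total cytoplasm GFP at most 10,000,000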
Rac1 GTP hydrolysis – MgcRacGAP GTPase-activating activity inhibitors, confirmation, biochemical, ADP Hunter fluorescence; MgcRacGAP-stimulated Rac1 GTP hydrolysis, ADP Hunter fluorescence; higher % means a stronger effect; GST-tagged Rac1 F28L mutant substrate; inhibition, % at 30 µM, or IC50 in µM where a hit was titrated; 0.6% of 340,000 active;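 active = first-screen hits whose inhibition reached a set limit at any dose in the follow-up dose series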;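 note: fluorescence reports GDP produced by GAP-driven GTP hydrolysis; strong numbers were not always called active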
GPR55 beta-arrestin – selective activators of receptor GPR55 – imaging, U2OS cells, beta-arrestin-GFP redistribution, primary screen (AID 1961) | activation, % at 10 µM, or EC50 in µM where a hit was titrated | U2OS GPR55 beta-arrestin-GFP redistribution imaging; higher % means a stronger effect | 0.048% of 290,000 active;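 active = activation above 40% with more than 50 cells counted in the well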;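 note: U2OS osteosarcoma cells stably expressing GPR55 and beta-arrestin-GFP; plate controls were DMSO negative control for no effect and LPI positive control for full effect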
NOD1 NF-kB reporter – inhibition of NOD1-driven NF-kB reporter – cell-based, luminescence, uHTS, primary screen (AID 1578); 1% of 290,000 active; NOD1-driven NF-kB luciferase reporter cells, luminescence; higher % means a stronger effect; one-dose inhibition, % at 4 µM; EC50 in µM for titrated hits; in the data active = inhibition mostly above about 36%, no sharp cut-off; inactive = mostly below about 34%;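 note: HEK-293T reporter cells stimulated with the NOD1 agonist gamma-tri-DAP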
KOR beta-arrestin-1 – kappa opioid receptor blockers – cell-based, luminescence, uHTS (AID 1778) | inhibition, % at 10 µM, or IC50 in µM where a hit was titrated | 0.091% of 290,000 active | KOR beta-arrestin recruitment, luminescence, antagonist mode; higher % means a stronger effect; in the data active = inhibition above about 50%; note: strong numbers were not always called active
GPR55 antagonists – inhibition of LPI-stimulated GPR55 beta-arrestin translocation – imaging, U2OS, beta-arrestin-GFP, LPI agonist, primary screen (AID 2013). inhibition, % at 10 µM, or IC50 in µM where a hit was titrated. U2OS GPR55 beta-arrestin-GFP translocation imaging, LPI antagonism; higher % means a stronger effect. 0.13% of 290,000 active;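 active = spots per cell inhibited over 60%, with over 100 cells counted and total cytoplasm intensity under 500,000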;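 note: U2OS cells stably carrying GPR55 and arrestin-GFP stimulated by 5 µM LPI near EC80; imaged beta-arrestin-GFP aggregate spots per cell after agonist stimulation; plate controls were LPI-stimulated DMSO wells for no effect and DMSO wells without LPI for full effect; some results filed as inactive read as strong as hits; confirmed hits need IC50 under 10 µM and bright autofluorescent wells are also inconclusive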
NTR1 ag – agonists of NTR1, primary screen, imaging, U2OS cells, beta-arrestin-GFP, high content (AID 493036); activation, % at 20 µM; 0.17% of 330,000 active; NTR1-U2OS beta-arrestin-GFP spot imaging, agonist mode; P30989;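 active = activation at or above 40% of the spot to cytoplasm intensity ratio, with at least 20 cells analyzed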;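 note: 0% = DMSO without peptide and 100% = 100 nM NTR1 peptide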
Target sequence (P30989 whole entry, looked up): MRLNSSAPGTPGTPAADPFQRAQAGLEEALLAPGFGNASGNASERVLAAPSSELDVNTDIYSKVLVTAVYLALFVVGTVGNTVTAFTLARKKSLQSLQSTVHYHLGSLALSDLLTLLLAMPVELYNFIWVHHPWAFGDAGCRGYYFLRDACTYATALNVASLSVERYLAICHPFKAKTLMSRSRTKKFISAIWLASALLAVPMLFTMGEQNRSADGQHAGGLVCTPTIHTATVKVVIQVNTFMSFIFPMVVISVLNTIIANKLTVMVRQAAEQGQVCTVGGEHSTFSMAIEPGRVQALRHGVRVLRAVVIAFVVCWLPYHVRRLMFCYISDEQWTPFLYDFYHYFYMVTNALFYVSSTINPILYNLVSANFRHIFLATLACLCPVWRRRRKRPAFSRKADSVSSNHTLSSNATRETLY
KOR beta-arrestin-2 – kappa opioid receptor activators – cell-based, luminescence, uHTS, primary screen (AID 1777); KOR beta-arrestin recruitment, luminescence; higher % means a stronger effect; activation, % at 10 µM; hits with a dose series show EC50 in µM; 0.02% of 280,000 active; in the data active = activation above about 50%, passing the limit was not always enough; note: a part of the inactive calls stands beside numbers as strong as those of hits
NTR1 ag cell count 20 µM – further read-out of NTR1 ag, marked with its call; cell count; measured here: cell count, cytotoxicity flag
* = called active by the depositor; . = no result given; [ ] = remark or other dose.

smiles	Rac1 GTP hydrolysis	GPR35 antagonists	GPR55 antagonists	KOR beta-arrestin-1	NTR1 ag	NOD1 NF-kB reporter	K1F lysis inhibition	NTR1 ag cell count 20 µM	KOR beta-arrestin-2	GPR55 beta-arrestin
Cc1ccc(CNCC(O)(c2ccccc2)c2ccc(F)cc2)cc1 (stereo not given)	6%	19%	8%	-12%	2.0	21%	-0.2%	75	-0.6%	0.3%
O=C(NC(=S)N1CCc2ccccc21)c1ccco1	15%	-8%	1%	0%[20 µM]	0.3	-32%	-0.6%	36	.	-0.1%
CCC(=O)Oc1oc(-c2ccccc2)nc1C=Nc1ccccc1OC	3%	-6%	4%	-18%	6.7	-24%	0.8%	92	1.3%	0.0%
N#Cc1ccc(N2CCN(c3ccc(F)cc3)CC2)cc1	7%	52%	1%	16%	-0.7	-9%	0.5%	92	-4.9%	0.2%
Cc1cc(C(=O)NC2CCCC2)c2ccccc2n1	8%	6%	5%	-15%	0.9	20%	0.2%	43	0.9%	1.2%
O=C(CN(C(=O)c1csnn1)c1ccc(Cl)cc1)NCCc1ccccc1	3%	4%	8%	-59%	-1.3	-36%	-1.2%	68	3.1%	0.3%
O=C(CN1CCN(C(=O)c2ccccc2)CC1)Nc1ccc(Br)cn1	4%	-14%	-1%	15%	-1.0	-12%	0.7%[50 µM]	47	-4.9%	-0.1%
COCCn1nnnc1C(c1cccs1)N1CCN(c2cccc(C(F)(F)F)c2)CC1 (stereo not given)	4%	-8%	0%	-4%	1.6	-17%	1.1%	62	0.5%	0.0%
Cc1cc2c(cc1S(=O)(=O)CCC(=O)NCc1ccccc1)OCC(=O)N2	-1%	-3%	-6%	4%[20 µM]	2.7	-16%	-0.1%	61	0.9%	0.4%
Cc1nnc(SCC(=O)Nc2nccs2)o1	5%	-2%	14%	11%	0.0	14%	0.0%	54	4.0%	0.2%
Cc1ccc(SCCC(=O)NC(C(C)C)C(C)C)cc1	1%	-7%	9%	4%	-0.6	-19%	0.2%	64	11%	0.8%
Clc1ccc(-c2nc(NCCCN3CCOCC3)c3ccccc3n2)cc1	.	5%	37%	-26%	11	-2%	.	51	2.6%	0.9%
N/C(=N\OS(=O)(=O)c1ccc(Cl)cc1)c1cccnc1	5%	-4%	7%	.	.	-21%	0.6%	.	1.8%	-0.4%
N#CCC(=O)Nc1ccc(C(=O)NCc2cccc(Cl)c2)cc1	7%	-10%	5%	7%	2.3	4%	0.3%[50 µM]	54	1.3%	0.3%
Cc1occc1-c1nnc(SCC(=O)c2c[nH]c3ccccc23)n1C	7%	12%	3%	-4%	-2.4	-1%	2.6%	92	2.1%	-1.0%

Reformatted field by field: entries from further up
> N#CCC(=O)Nc1ccc(C(=O)NCc2cccc(Cl)c2)cc1
  Rac1 GTP hydrolysis: 7%	GPR35 antagonists: -10%	GPR55 antagonists: 5%	KOR beta-arrestin-1: 7%	NTR1 ag: 2.3	NOD1 NF-kB reporter: 4%	K1F lysis inhibition: 0.3%[50 µM]	NTR1 ag cell count 20 µM: 54	KOR beta-arrestin-2: 1.3%	GPR55 beta-arrestin: 0.3%
> Cc1occc1-c1nnc(SCC(=O)c2c[nH]c3ccccc23)n1C
  Rac1 GTP hydrolysis: 7%	GPR35 antagonists: 12%	GPR55 antagonists: 3%	KOR beta-arrestin-1: -4%	NTR1 ag: -2.4	NOD1 NF-kB reporter: -1%	K1F lysis inhibition: 2.6%	NTR1 ag cell count 20 µM: 92	KOR beta-arrestin-2: 2.1%	GPR55 beta-arrestin: -1.0%

The results go on:
smiles	Rac1 GTP hydrolysis	GPR35 antagonists	GPR55 antagonists	KOR beta-arrestin-1	NTR1 ag	NOD1 NF-kB reporter	K1F lysis inhibition	NTR1 ag cell count 20 µM	KOR beta-arrestin-2	GPR55 beta-arrestin
O=C(NCCCN1CCCC1=O)c1cccc(S(=O)(=O)N2CCN(c3ccc(F)cc3)CC2)c1	2%	5%	3%	3%	0.9	-39%	-0.5%[50 µM]	65	4.7%	-0.1%
CCC(C)(C)NC(=O)C(c1ccccn1)N(C(=O)c1csnn1)C1CCCCC1 (stereo not given)	6%	3%	11%	16%[20 µM]	-0.8	18%	-0.2%	86	.	-0.1%
COc1ccc(CNC(=O)C(NS(=O)(=O)c2ccc3c(c2)CCCN3C(C)=O)C(C)C)cc1 (stereo not given)	6%	8%	14%	20%	-1.1	8%	0.2%	74	-3.1%	0.2%
COCc1[nH]nc2c1C(c1ccccc1Cl)C(C#N)=C(N)O2 (stereo not given)	6%	14%	1%	20%	1.6	-13%	0.5%	100	1.8%	-0.1%
Cc1ccc(CNC(=O)C2CCCN(C(=O)N(C)C)C2)cc1 (stereo not given)	4%	4%	46%	-13%	-1.1	8%	4.8%	69	-0.3%	-0.1%
CC(=O)N(c1ccc(C)cc1)S(=O)(=O)c1ccc(Cl)cc1	4%	-4%	8%	-15%	0.3	-48%	-0.2%	91	2.0%	-0.1%
N/C(=N\OC(=O)c1cccs1)c1ccccc1	11%	-5%	2%	-39%	0.4	-25%	0.3%	90	2.0%	-0.4%
CC(=O)c1cccc(CN2CCCC(CCC(=O)NCc3ccccc3F)C2)c1 (stereo not given)	0%	8%	-3%	-14%	0.0	-16%	0.1%	67	1.0%	-0.2%
COc1cc(OC)cc(C(=O)c2c(C)c(C#N)c3ccccn23)c1	2%	-6%	-4%	-29%	7.8	-9%	0.3%	80	0.4%	-0.1%
N#C/C(=C\c1ccncc1)c1nc2ccccc2[nH]1	.	0%	-8%	13%	3.9	-1%	.	88	-0.2%	0.9%
C/C(=N\OC(=O)c1ccc(Cl)cc1)c1sc(-c2ccccc2)nc1C	3%	16%	7%	1%	1.5	-109%	0.1%	45	-1.2%	-0.2%
O=C1CCCC2=C1C(c1ccc(OS(=O)(=O)c3ccc(Cl)cc3)cc1)C1=C(CCCC1=O)O2	5%	13%	23%	-16%	1.0	19%	-0.3%	49	3.7%	-2.3%
COc1cccc(CN2CCN(C3CCOCC3)CC2CCO)c1 (stereo not given)	5%	6%	8%	-2%	0.4	3%	0.2%	57	-1.0%	-0.2%
CC(C)(C)c1ccc(C(=O)NCC(=O)N/N=C/c2ccccc2OCC(=O)O)cc1	6%	0%	11%	-20%	1.1	-6%	1.1%	34	-2.9%	-0.1%
COc1cnn(-c2cc(Oc3ccc(C)cc3)ncn2)c(=O)c1Cl	4%	4%	1%	.	0.2	25%	5.5%	33	-0.8%	0.3%
N#Cc1c(-c2cccnc2)c2c([nH]c1=S)CCCC2	8%	12%	8%	-4%	0.0	-6%	-0.2%	40	0.9%	-0.2%
O=C(CCc1nnc(CCCc2ccccc2)o1)NCCN1CCOC1=O	6%	19%	-1%	-35%[20 µM]	0.2	-25%	0.1%	81	.	-0.2%
COc1ccc(-c2csc(NC(=O)CN3C(=O)CCC3=O)n2)cc1	4%	4%	0%	-2%	1.4	-31%	0.3%	51	0.2%	-0.6%
COc1ccc(C(NC(=O)C(C)C)c2c(O)ccc3ccccc23)cc1OC (stereo not given)	8%	8%	11%	-16%	1.1	-8%	0.1%[50 µM]	62	1.2%	-0.4%
CC(C)C1CC(C(F)(F)F)n2nc(C(=O)O)cc2N1 (stereo not given)	3%	13%	10%	-22%[20 µM]	1.6	-16%	0.4%	44	.	-0.1%
Cc1ccc2c(c1)NC(=O)C(CC(=O)N(C)Cc1ccccc1)O2 (stereo not given)	6%	6%	3%	19%	1.2	-3%	5.6%	64	-2.5%	0.2%
O=C1CN(C(=O)c2c(F)cccc2F)C(c2ccc(F)cc2)c2cc(F)ccc2N1 (stereo not given)	.	-7%	0%	-19%	1.7	7%	-0.2%	57	-0.3%	-0.1%
O=C(CNS(=O)(=O)c1ccc([N+](=O)[O-])cc1)N/N=C/c1ccc(O)cc1O	128µM*	0%	0%	-9%	7.2	-5%	0.1%	90	-3.2%	-0.1%
CCO[C@@H]1OC(C(N)=O)=C[C@H](c2cn(C(C)=O)c3ccccc23)[C@H]1CCCO	8%	3%	7%	13%	4.6	-8%	1.3%	93	-5.8%	-0.2%
Cc1cccc2cc(/C=C/C(=O)c3ccco3)c(Cl)nc12	.	-14%	8%	-33%	11	8%	.	55	12%	0.7%
CCOC(=O)C1CSC2(CCC(c3ccccc3)CC2)N1 (stereo not given)	1%	0%	-2%	-19%	2.5	-51%	0.6%	65	3.0%	-0.3%
Fc1cccc(NC(=S)NNc2ccccc2)c1	5%	0%	-7%	35%	1.1	-6%	0.2%	66	-4.9%	-0.1%
CCN(CC)S(=O)(=O)N1CCN(S(=O)(=O)N2CCOCC2)CC1	13%	25%	-15%	-13%[20 µM]	-0.8	-5%	-0.4%	36	.	-0.1%
O=C(CN1CCN(Cc2ccc(F)cc2)C1=O)NC1CCCC1	10%	8%	26%	-7%	0.4	-12%	0.2%	59	6.9%	-0.3%
CCn1c(SCC(=O)NC(C)(C)C)nnc1-c1ccoc1C	12%	5%	6%	-30%	-1.7	-3%	-0.1%	81	-5.3%	0.3%
Cc1cccc2cc(C#N)c(NCCCNS(=O)(=O)c3ccc(Cl)cc3)nc12	-6%	-18%	-8%	-11%	14	8%	-0.5%[50 µM]	43	4.8%	0.0%
COc1cccc(-c2cc(C(=O)N3CCN(C(c4ccccc4)c4ccccc4)CC3)no2)c1	-3%	-4%	4%	23%	2.7	40%	1.2%	92	-1.6%	-0.1%
CC(C)C[C@H](NC(=O)C1CC(=O)N(c2ccc3c(c2)OCO3)C1)C(=O)NCc1ccco1 (stereo not given in full)	10%	-12%	9%	23%	0.2	-10%	0.3%	50	1.8%	-0.1%
COC(=O)C(C(=O)NCC1CCCO1)C1CCCC1 (stereo not given)	0%	10%	-2%	8%	-0.4	5%	5.0%	63	.	-0.2%
CS(=O)(=O)N(CC(=O)N1CCCC1)c1ccc(Cl)cc1Cl	5%	10%	2%	-12%	-1.9	1%	0.2%	79	-1.0%	-0.3%
O=C(CCCc1ccccc1)Nc1ccccc1[N+](=O)[O-]	-3%	-6%	4%	-25%[20 µM]	1.4	-45%	-0.3%	55	-6.2%	-0.1%
O=C(O)C1Cc2ccccc2CN1C(=O)COc1ccc(Cl)cc1 (stereo not given)	-4%	0%	17%	1%	-0.5	-27%	0.3%	43	-9.1%	-0.3%
COc1ccc(Nc2nc3c(C)cccn3c(=O)c2C=NCc2ccccc2)cc1	-12%	5%	0%	-11%	7.7	-28%	-2.2%	41	2.5%	-0.3%
CCSC1=NCCN1C(=O)c1ccc(S(=O)(=O)N(C)C)cc1	8%	-3%	-6%	-21%	1.0	-24%	0.3%	78	1.1%	0.1%
Cc1ccc2[nH]c3c(=O)n4c(nc3c2c1)SCC4	12%	4%	-19%	-26%	0.2	-29%	2.4%	91	2.9%	0.2%

These rows are one share of the data; the hit share may differ from the screen's.
